# Screening results: PubChem BioAssay, National Center for Advancing Translational Sciences (NCATS)
# ASM inhibitor: Inhibitors of Secretory Acid Sphingomyelinase (S-ASM): qHTS; Sphingomyelin phosphodiesterase (Homo sapiens), P17405; placental ASM, HMU-PC fluorogenic substrate, 60 min; Potency, µM (doses to about 57.5 µM), for the others: at the top dose activity change, negative = inhibition, hits mostly inhibitors; 340,000 tested, 0.006% active; AID 504937, 2011; note: potency is the fitted concentration of half-maximal effect
#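 Fluorogenic HMU-PC substrate (9 uM final) is turned over by placental ASM in 60 min at 37 C after a 10 min compound preincubation. Reaction ended by alkaline stop (pH 10), with fluorescence read at 386/447 nm.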
# AT treatment: qHTS Assay for Identifying a Potential Treatment of Ataxia-Telangiectasia | […] A-T fibroblasts, KAP-1 phosphorylation AlphaLISA; neocarzinostatin DNA damage 30 min before lysis | 320,000 tested, 0.19% active | Potency, µM (titrated, usually from 57.5 µM), without a hit: at the highest dose activation, hits mostly activators | AID 485349, 2010; note: potency is the fitted concentration of half-maximal effect; % of control where 0% means no effect; nearly all actives have a fitted effect of over 45% in size
#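 hTERT-immortalized A-T patient fibroblasts ([…]), 500 cells/well in OPTI-MEM, 1% FBS, got compounds for 60 min, then NCS for 30 min at 37C. Lysates were then assayed for phospho-KAP-1 by AlphaLISA (anti-pKAP1 donor, anti-KAP1 acceptor beads), 6 hr at 25C.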
# Tb PFK inh: qHTS Assay to Find Inhibitors of T. brucei phosphofructokinase; ATP-dependent 6-phosphofructokinase (Trypanosoma brucei brucei), O15648; T. brucei PFK, ADP-Glo luminescence; Potency, µM (top dose mostly 57.5 µM), for inactives: top-dose activity, negative = inhibition, most hits filed as inhibitors; 330,000 tested, 0.17% active;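 note: potency is the fitted concentration of half-maximal effect; 0% = uninhibited 1x PFK enzyme wells and -100% = no-enzyme wells; nearly all actives have a fitted effect of over 60% in size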
#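 1.25 nM PFK with 0.5 mM F6P and 0.1 mM ATP in 0.1 M TEA pH 8.0, 5 mM MgCl2, incubated 45 min at room temperature; ADP measured by ADP-Glo luminescence; compounds titrated up to 57 uM.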
# Chronic BCR inh: qHTS Assay to Find Inhibitors of Chronic Active B-Cell Receptor Signaling; ABC-DLBCL IkBa-CBG/CBR reporter, luminescence ratio, 4 h; Potency, µM (titrated, usually from 46.1 µM), for inactives: top-dose ratio change, negative = lower green/red ratio, actives largely listed as inhibitors; 340,000 tested, 0.05% active; AID 493014, 2011; active = well fitted inhibition curve with a large enough effect in the signal ratio, with a control signal flat, not every such curve was filed as active; inconclusive = small, poorly fitted or top-dose-only effect, or effect the other way, or a change in a side signal; the % refers to the signal ratio;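 note: potency is the fitted concentration of half-maximal effect; plate controls were basal doxycycline-induced cells for no effect and cells given 10 µM MG132 for full effect; MG132 reads +100%, hits lower the ratio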
#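 Doxycycline induced both beetle luciferases in TMD8 lymphoma cells; IKK-driven degradation limits the IkappaBalpha-fused green signal, while red luminescence normalises for cell number and nonspecific effects. Compounds tested up to 46 uM, 4 hrs.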
# TCR act: Activators of T cell receptors: qHTS campaign; primary human leukocytes, anti-CD3, IL-2 HTRF, 48 h; Potency, µM (series often up to 9.22 µM), for inactives: top-dose activation of IL-2 secretion, actives largely listed as activators; 330,000 tested, under 10 active; AID 504894, 2011; note: % of control where 0% means no effect
#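 TCR engagement came from a-CD3 beads alone, with compounds added to primary human leukocytes for 48 hr. Secreted IL-2 bridged europium cryptate- and d2-labelled anti-IL-2 antibodies, giving FRET emission at 665nm after 320nm excitation.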
# a7 integrin act: qHTS for Activators of Integrin-Mediated Alleviation for Muscular Dystrophy; alpha7betagal myoblasts, beta-gal FDG fluorescence, 48 h; Potency, µM (top dose mostly 38.3 µM), inactives show top-dose activation, most hits filed as activators; 350,000 tested, 0.064% active; AID 624291, 2012;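 note: potency is the fitted concentration of half-maximal effect; 100% = response of the positive control SU9516; nearly all actives have a fitted effect of over 60% in size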
#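 Alpha7betagal+/- myoblasts (passage 13) were plated 16-24 hr, then exposed to compounds (1:260 dilution of DMSO stock) for 48 hours at 37C. After MPER lysis, β-galactosidase reporter activity was read as FDG fluorescence (ex 480/em 540) after 30 minutes.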
# Mito fusion act: qHTS Assay for Small Molecule Inhibitors of Mitochondrial Division or Activators of Mitochondrial Fusion | S. cerevisiae fusion-defective mutant growth rescue, CellTiterGlo 48 h | Potency, µM (doses to about 46.1 µM), for the others: top-dose growth rescue (activation), most hits filed as activators | 320,000 tested, 0.23% active | AID 485298, 2010;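 note: potency is the fitted concentration of half-maximal effect; % of control where 0% means no effect; nearly all actives have a fitted effect of over 45% in size; temperature-sensitive fusion mutants such as fzo1-1 at 37 °C on non-fermentable ethanol glycerol medium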
#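 Temperature-sensitive fusion-defective S. cerevisiae (e.g. fzo1-1, mgm1-5) were grown with compound in YPEG medium (3% ethanol, 3% glycerol) for 48 hours at 37C. Growth rescue was measured as viability by CellTiterGlo luminescence after 10 minutes at ambient.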
# TSHR antagonist: Antagonists of the Thyroid Stimulating Hormone Receptor: HTS campaign; 330,000 tested, 0.2% active; activity change, negative = inhibition, % at 11.5 µM; TSHR-expressing cells, TSH-stimulated cAMP HTRF, 2 h; stronger effect = lower value; Thyrotropin receptor (Homo sapiens), P16473;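 active = activity change below a set negative limit, meaning inhibition stronger than a set level, cut at about -70% in these data; inconclusive = activity change between two set negative limits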; note: % is set by controls: 0 for no effect and ±100 for the full control effect
# Target sequence (P16473 whole entry, looked up): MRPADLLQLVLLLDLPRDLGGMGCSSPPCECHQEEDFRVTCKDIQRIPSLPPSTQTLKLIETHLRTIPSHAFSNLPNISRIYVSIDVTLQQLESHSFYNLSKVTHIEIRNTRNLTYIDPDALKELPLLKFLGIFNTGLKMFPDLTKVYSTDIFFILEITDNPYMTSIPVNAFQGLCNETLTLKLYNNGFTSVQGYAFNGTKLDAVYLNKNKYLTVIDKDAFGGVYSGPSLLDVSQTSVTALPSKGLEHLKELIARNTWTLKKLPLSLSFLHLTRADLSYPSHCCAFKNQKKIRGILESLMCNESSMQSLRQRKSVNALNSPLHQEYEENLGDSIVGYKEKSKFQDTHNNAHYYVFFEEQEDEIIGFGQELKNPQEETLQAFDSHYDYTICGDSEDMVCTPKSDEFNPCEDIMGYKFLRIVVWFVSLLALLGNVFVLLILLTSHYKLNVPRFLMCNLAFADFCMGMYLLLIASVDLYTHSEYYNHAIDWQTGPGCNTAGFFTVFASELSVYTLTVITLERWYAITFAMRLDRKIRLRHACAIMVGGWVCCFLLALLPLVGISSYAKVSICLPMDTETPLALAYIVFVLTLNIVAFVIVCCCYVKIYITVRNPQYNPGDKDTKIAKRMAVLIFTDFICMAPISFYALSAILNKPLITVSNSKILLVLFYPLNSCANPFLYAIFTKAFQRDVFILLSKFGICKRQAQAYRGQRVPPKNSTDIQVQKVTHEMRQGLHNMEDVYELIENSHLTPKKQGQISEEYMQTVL
#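 TSHR-expressing cells were treated with compounds, then stimulated with TSH at EC80 (4nM final) for 2 hours at 37 deg C. Cellular cAMP was measured by HTRF competition between lysate cAMP and cAMP-d2 for a cryptate-labelled anti-cAMP antibody.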
# Eya2 inh: qHTS Assay for Inhibitors of the Phosphatase Activity of Eya2; Protein phosphatase EYA2 (Homo sapiens), O00167; recombinant Eya2, OMFP fluorescence dephosphorylation (OMFP is methylfluorescein phosphate); Potency, µM (highest dose often 76.9 µM), inactives show top-dose activity, negative = inhibition, actives largely listed as inhibitors; 330,000 tested, 0.006% active; AID 488837, 2010; note: potency is the fitted concentration of half-maximal effect; % is set by controls: 0 for no effect and ±100 for the full control effect
#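 Eya2 (0.2 uM) preincubated 10 min at ambient with compound, then OMFP substrate added at 50 uM; 10 min reaction in 50 mM HEPES pH 7.5, 50 mM NaCl, 5 uM MgCl2, 0.05% BSA, 1 mM DTT. Fluorescence read at Ex 485/Em 525 nm.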
# PTAP TSG101 blk: qHTS Assay for Iinhibitors of HIV-1 Budding by Blocking the Interaction of PTAP/TSG101 | 340,000 tested, under 10 active | Fluorescence polarization, FITC-PTAP peptide / Tsg101 binding | Potency, µM (highest dose often 115 µM), inactives show top-dose activity change, negative = inhibition, actives largely listed as inhibitors | Tumor susceptibility gene 101 protein (Homo sapiens), Q99816; active = well fitted inhibition curve with a large enough effect in the main read-out, with a control signal flat, not every such curve was filed as active; inconclusive = small, poorly fitted or top-dose-only effect, or effect the other way, or a change in a side signal; inactive = no such curve, though single readings can be large or run the other way; note: potency is the fitted concentration of half-maximal effect; % of control where 0% means no effect
#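 Compounds were pin-transferred onto Tsg101 binding domain (10 uM final) in HEPES pH 7.5 buffer, then FITC-PTAP peptide was added at 50 nM final. After 20 min at RT, polarization reported peptide displacement across a qHTS concentration series.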
# ELG1 DNA repair: qHTS screen for small molecules that inhibit ELG1-dependent DNA repair in human embryonic kidney (HEK293T) cells expressing luciferase-tagged ELG1; HEK293T ELG1-luciferase reporter, luminescence, 16 h; DNA damage induced by 5-fluorouridine; Potency, µM (series often up to 46.1 µM), for the others: top-dose activity change, negative = inhibition, usual class: inhibitors; 330,000 tested, 2.3% active; note: potency is the fitted concentration of half-maximal effect; % is set by controls: 0 for no effect and ±100 for the full control effect; nearly all actives have a fitted effect of over 55% in size
#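 In this reporter screen, reduction of luminescence relative to DMSO vehicle indicated activity. Compounds and 5-fluorouridine were added together to 2,000 cells per well, incubated for 16 hr at 37 °C, then developed with ONE-Glo.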
# The depositor's hits bear a star; i = inactive; ? = inconclusive; nt = not tested or not shown; [ ] = remark or other dose. Unless noted, calls come from the whole dose curve; as a rule, active = well fitted curve in the direction sought with a large enough effect; inconclusive = small, poorly fitted or top-dose-only effect, or another doubt; inactive = no such curve, though single readings can be large; an effect the other way counts as inactive or inconclusive.
SMILES,ASM inhibitor,AT treatment,Tb PFK inh,Chronic BCR inh,TCR act,a7 integrin act,Mito fusion act,TSHR antagonist,Eya2 inh,PTAP TSG101 blk,ELG1 DNA repair
C=CCn1cc(C(=O)NCCCN(CC)CC)c(=O)c2cc(S(=O)(=O)N3CCC(C)CC3)ccc21,-2%,-9%,-4%,3%,-1%,-14%,0%,11,9%,-2%,0%
Cc1nc(-c2ccccc2)sc1C(=O)CSc1ccccc1,-9%,11%,-5%,?,6%,-24%,7%,-13,-27%,-5%,?
Cc1ccc(/C=C/C(=O)NCc2ccc3c(c2)OCO3)o1,-1%,-6%,-6%,0%,13%[46.1 µM],-20%,0%,-11,-3%,-2%,6%
CCCCNc1c(-c2ccc(OC)c(Sc3ccc(OC)cc3)c2)nc2ccc(Cl)cn12,46%,-1%,-2%,3%,-2%,?,nt,-4,19%,2%,?
Clc1cccc(Cc2ccc(Cl)nn2)c1,4%,-4%,?,11%,2%,-21%,-3%,-8,0%,-1%,3%
O=C(COC(=O)c1ccc(S(=O)(=O)N2CCCCC2)cc1)Nc1ccccc1Cl,1%,-3%,-6%,-1%,-4%,2%,0%,4,13%,1%,20%
CCOC(=O)COc1coc(CN2CCN(c3ccc(F)cc3)CC2)cc1=O,4%,0%,-13%,0%,-3%,4%,1%,-9,11%,-5%,-2%
CSCCC(NS(=O)(=O)c1ccccc1)C(=O)OC(C)C(=O)Nc1ccc(Cl)cn1 (stereo not drawn),0%,8%,7%,?,-1%,4%,0%,5,3%,1%,3%
Cc1cccc(N2CCN(S(=O)(=O)c3c(C)[nH]c(C)c3C(=O)N3CCCC3)CC2C)c1 (stereo not drawn),2%,0%,2%,-1%,-3%,-33%,-11%,-5,4%,-3%,5%
COc1ccc(OC)c(NC(=O)COC(=O)CCc2nc3ccccc3c(=O)[nH]2)c1,0%,9%,-5%,-4%,-1%,-4%,nt,-6,-8%,-1%,-2%
CCOC(=O)C1CCCN(C(=O)CCCn2nnnc2CN2CCOCC2)C1 (stereo not drawn),1%,-4%,0%,13%,2%,-31%,2%,10,-14%,-5%,?
On1c(-c2ccccc2Cl)nc2ccccc21,7%,1%,1%,2%,-1%,18%,-8%,16,-3%,-1%,14%
CCNc1nc(NCC)n2c(SCC(=O)Nc3cc(Cl)ccc3OC)nnc2n1,-1%,17%,-24%,1%,2%,4%,0%,-2,7%,-3%,0%
CC(OC(=O)c1cc(O)c2ccccc2c1O)C(=O)Nc1ccc(C(N)=O)cc1 (stereo not drawn),2%,-1%,0%,?,4%,-26%,-3%,-2,11%,-9%,14%
CCn1cc([N+](=O)[O-])c(C(=O)Nc2ccc(Cn3nc(C)cc3C)cc2)n1,0%,-3%,-5%,?,-118%,-12%,-4%,5,10%,-9%,0%
COCC(=O)N(Cc1ccccc1)c1ccccn1,1%,-4%,-19%,?,-5%,17%,-5%,0,-3%,0%,-5%
COc1cc(-c2cc(C(=O)OCC(=O)Nc3ccc4c(c3)OCO4)c3ccccc3n2)cc(OC)c1OC,4%,0%,-2%,4%,3%[46.1 µM],4%,-1%,-7,-4%,-5%,?
CN(c1ccccc1C(=O)O)S(=O)(=O)c1ccc2c3c(cccc13)C(=O)N2,11%,1%,-6%,0%,-8%[46.1 µM],-15%,-2%,-2,-1%,-7%,3%
Cc1ccc(NC(=O)CCN2C(=O)c3ccccc3S2(=O)=O)cc1F,1%,-9%,0%,-6%,5%,18%,-6%,18,-2%,-5%,23%
CCc1ccccc1NC(=O)CSc1nnc(-c2cc(C)[nH]n2)n1N,1%,-11%,-4%,0%,-2%,-9%,-1%,-5,6%,-2%,1%
Oc1ccc(Cl)cc1C=Nc1ccc(Br)cc1,0%,-4%,-1%,?,3%,-25%,-4%,4,-2%,2%,13%
Cc1cccc(OCc2nc3ccccc3c(=O)n2N)c1,1%,-2%,-2%,17%,5%,3%,1%,-1,2%,1%,?
COc1ccc(C(=O)Nc2nc3nccc(-c4ccccc4)n3n2)cc1,4%,5%,-3%,-3%,7%[46.1 µM],0%,-3%,-6,3%,0%,-11%
CC(C)CN1C=C2C(=O)C(C)(OC(=O)CCc3ccccc3)C(=O)C=C2C=C1c1ccc(C#N)cc1 (stereo not drawn),46%[activator],-19%,2%,10%,5%,2%,19%,22,3%,-4%,-7%
O=S(=O)(Nc1cccc(-c2ccc(N3CCCCCC3)nn2)c1)c1ccc(C(F)(F)F)cc1,-7%,-2%,-3%,?,1%,0%,22%,-1,-2%,1%,?

# Further records follow:
SMILES,ASM inhibitor,AT treatment,Tb PFK inh,Chronic BCR inh,TCR act,a7 integrin act,Mito fusion act,TSHR antagonist,Eya2 inh,PTAP TSG101 blk,ELG1 DNA repair
COc1cc(N)c(Cl)cc1C(=O)OCC(=O)NCC1CCCCC1,1%,7%,-1%,-3%,7%[46.1 µM],0%,nt,12,2%,-3%,?
COc1ccc(OC)c(Cc2nnc(CCC(=O)N3CCC(N4CCCCC4)CC3)o2)c1,11%,11%,-1%,3%,-1%,?,20%,25,-10%,0%,0%
O=C(NCC(=O)N(Cc1ccccc1)C(C(=O)NC1CCCCC1)c1ccco1)c1ccco1 (stereo not drawn),-2%,1%,1%,19%,1%[46.1 µM],-14%,-2%,19,4%,0%,?
Cc1ccc2cccc(OC(=O)c3ccc4c(c3)OCCO4)c2n1,-1%,-3%,3%,-2%,1%,-12%,-8%,7,5%,0%,?
CCN(CC)C(=O)CSc1nc(-c2cccs2)cc(-c2cccs2)c1C#N,nt,10%,2%,?,0%[46.1 µM],-3%,22%,-15,5%,-6%,16µM*
CC(=O)c1c(C)[nH]c(C(=O)Nc2cccc(S(=O)(=O)N(C)C)c2)c1C,-6%,-1%,6%,0%,-7%,18%,1%,-1,-2%,-1%,?
Cc1cc(NCCCN2CCOCC2)n2c(nc3ccccc32)c1C#N,i,25%,-7%,?,1%,9%,-8%,-10,7%,-4%,-9%
COCCn1c(C)cc(C(=O)COC(=O)c2cccc(O)c2)c1C,-7%,6%,-6%,-22%,0%,?,3%,0,-4%,-1%,?
O=C(Nc1ccc(Br)cc1)c1cccc(N2C(=O)CCC2=O)c1,-2%,-12%,1%,?,5%,4%,1%,11,-12%,5%,0%
CCCC/S(C)=N/S(=O)(=O)c1ccc(C)cc1 (stereo not drawn),0%,4%,0%,2%,0%[46.1 µM],-4%,-6%,12,-8%,1%,1%
C=CCn1c(=N)n(CC(O)c2ccco2)c2ccccc21 (stereo not drawn),-5%,-7%,1%,-2%,2%,5%,1%,-3,3%,-3%,-11%
CSc1nnc(-c2ccc(NC(=O)CCc3ccccc3)cc2)n1C,8%,5%,0%,9%,4%,9%,-3%,5,15%,-1%,4%
COc1ccc(C(=O)NC(CO)c2nnc(SCc3ccc(Cl)c(Cl)c3)n2C)cc1 (stereo not drawn),-5%,0%,-19%,0%,nt,29%,0%,1,5%,-3%,-2%
